Exocytosis inh: LAMP-1 surface exposure blockers, TALL-104 cells – cell-based, flow cytometry, MLPCN library, primary screen; TALL-104 LAMP-1 surface exposure; cells stimulated with thapsigargin and PMA; inhibition, % at 10 µM; 0.66% of 360,000 active; AID 651702, 2012;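 active = inhibition above about 55%, limit read from the data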
CaV13 FRET inh: Primary screen for inhibitors of IQ motif and Ca2+-dependent inactivation inhibitor domain binding in CACNA1D, Förster resonance energy transfer in living cells, … | HEK cells, CFP/YFP FRET ICDI-IQ, plate reader, 10 min; percent FRET-ratio fall versus neutral wells | inhibition, % at 12.3 µM | 0.098% of 340,000 active;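 active = mean replicate inhibition of at least 30% and at least 1% of replicates passing that level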;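 also: 0% = median of the neutral control wells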
iPSC survival up: enhancers of single-cell hiPSC survival, primary screen, ATPlite luminescence | 0.044% of 360,000 active | 100% = ROCK inhibitor wells, 0% = DMSO | survival enhancement, % at 20 µM; in the data active = survival enhancement above about 18%;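 also: cells exposed to compounds for 16 hours before the ATP read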
PDI inh: inhibitors of human PDI, primary screen, biochemical, turbidity, single point, plate reader. Protein disulfide-isomerase (Homo sapiens), P07237. PDI insulin aggregation turbidity, A650, 90 min. inhibition, % at 10 µM. 0.052% of 350,000 active;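 active = mean inhibition across replicates of 30% or more, whatever share of single replicates reach that level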;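 also: absorbance from insulin aggregation driven by PDI reduction with DTT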
ABCB6 inh MLPCN: ABCB6 transporter inhibitors, primary screen, K562-ABCB6 cells, flow cytometry, MLPCN library; ATP-binding cassette sub-family B member 6 (Homo sapiens), Q9NP58; K562-ABCB6 porphyrin accumulation, 1 h; hits give low values; fluorescence ratio to DMSO, % at 10 µM; 0.19% of 360,000 active; AID 602162, 2011;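 active = fluorescence ratio to DMSO below 75%, the collection mean minus 3 SD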;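 also: signal is porphyrin accumulated inside mitochondria; 100% equals median channel fluorescence of DMSO control wells; lower ratio means ABCB6 inhibition with less porphyrin fluorescence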
Target sequence (Q9NP58 whole entry, looked up): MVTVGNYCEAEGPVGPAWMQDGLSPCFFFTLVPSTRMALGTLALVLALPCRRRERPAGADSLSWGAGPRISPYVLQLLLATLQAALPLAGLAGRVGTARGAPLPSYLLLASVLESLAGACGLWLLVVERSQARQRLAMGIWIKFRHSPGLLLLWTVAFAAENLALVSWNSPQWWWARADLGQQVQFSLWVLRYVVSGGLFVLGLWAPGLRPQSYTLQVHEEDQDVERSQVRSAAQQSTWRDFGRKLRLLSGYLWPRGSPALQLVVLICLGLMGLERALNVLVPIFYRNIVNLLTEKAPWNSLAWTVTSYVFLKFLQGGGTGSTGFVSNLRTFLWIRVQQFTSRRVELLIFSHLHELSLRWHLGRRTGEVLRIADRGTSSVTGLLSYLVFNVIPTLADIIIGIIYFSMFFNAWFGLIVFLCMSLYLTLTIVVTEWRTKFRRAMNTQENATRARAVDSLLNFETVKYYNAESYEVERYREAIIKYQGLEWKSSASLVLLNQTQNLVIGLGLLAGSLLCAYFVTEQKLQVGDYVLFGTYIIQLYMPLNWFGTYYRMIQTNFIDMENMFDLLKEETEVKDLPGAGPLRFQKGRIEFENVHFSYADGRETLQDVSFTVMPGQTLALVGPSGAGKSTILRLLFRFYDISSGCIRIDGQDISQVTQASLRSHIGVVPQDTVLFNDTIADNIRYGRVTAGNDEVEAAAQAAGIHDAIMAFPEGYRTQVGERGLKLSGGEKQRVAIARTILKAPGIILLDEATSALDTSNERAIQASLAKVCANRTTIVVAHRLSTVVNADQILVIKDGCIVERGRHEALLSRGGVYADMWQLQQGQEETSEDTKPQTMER
aDG glyco up: activators of alpha-DG glycosylation, primary screen, uHTS, Pro5-aDG cells, AlphaScreen | alpha-DG glycosylation AlphaScreen (IIH6); 0% Pro5, 100% B10-LARGE cell signal | activation, % at 10 µM | 0.22% of 360,000 active | AID 624168, 2012;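 active = activation of at least 8% versus controls, or a plate z-score of at least 8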;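 also: Pro5 are CHO cells carrying HIG-tagged alpha-DG that lacks glycosylation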
N-glyco inh: increase of ERlucT glycosylation luciferase signal, primary screen, N-linked glycosylation inhibitor project, D54 ERlucT cells, luminescence, set 2. reporter increase, % at 12.5 µM. AID 588692, 2011. 0.23% of 360,000 active. D54 ERlucT glycosylation luciferase reporter, 24 h; percent of 100 nM tunicamycin response;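 active = mean luciferase reporter signal, scaled so untreated is 0 and the glycosylation-blocking control 100, at or above a set limit in every replicate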;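 also: luciferase carries N-glycosylation sites so blocking glycosylation raises the light; 0% = median of neutral control wells and 100% = median of 100 nM tunicamycin wells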
Vif inh: HIV Vif self-association inhibitors, primary screen, imaging, HEK293T, single point; HEK293T cells, Vif self-association by quenched fluorescence, 24 h; inhibition, % at 7.49 µM; 0.35% of 340,000 active; AID 602346, 2012; in the data active = inhibition above about 50%, passing the limit was not always enough; also: some results filed as inactive read as strong as hits
Cardio protect: cardioprotection against H2O2-induced cell death, primary screen, uHTS, H9c2 cells, ATPLite luminescence | H9c2 cardiomyocytes, H2O2 injury protection, 2 h | protection from H2O2 cell death, % at 20 µM | 0.63% of 360,000 active;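 active = compounds giving at least 50% protection of heart cells from peroxide-induced death in the single-dose screen, raw or plate-pattern-corrected value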;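 also: 0% = DMSO wells with peroxide and 100% = DMSO wells without peroxide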
m5-HT2A agonist: mouse Htr2a agonists via beta-arrestin recruitment, primary screen, cell-based, luminescence; 5-hydroxytryptamine receptor 2A (Mus musculus), P35363; CHO-K1 mHTR2A beta-arrestin complementation; percent of 30 µM serotonin response; activation, % at 7.6 µM; 0.66% of 360,000 active; AID 624169, 2012;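 active = activation above a run cutoff, the mean activation of all tested compounds plus 3 SD, cut at about 14% in these data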;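 also: 0% = plate median of compound wells and 100% = 30 µM serotonin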
Active calls of the source: *; · = no result given.

No.	smiles	Exocytosis inh	CaV13 FRET inh	iPSC survival up	PDI inh	ABCB6 inh MLPCN	aDG glyco up	N-glyco inh	Vif inh	Cardio protect	m5-HT2A agonist
1	C/C(=C\c1ccccc1)C(=O)NCCCn1ccnc1	0	-4	0.7	-3	862	-0.1	-1	4	5	-1
2	COc1ccc(CCNC(=O)CN2C(=O)c3cccc4cccc(c34)C2=O)cc1OC	-17	2	-1.3	-12	109	-0.4	1	0	16	0
3	COc1ccc(NS(=O)(=O)c2cccc(C(=O)N/N=C/c3ccc4c(c3)OCCO4)c2)cc1	-3	-2	0.1	-3	95	0.3	0	2	0	-3
4	Cc1nn(Cc2c(Cl)cccc2Cl)c(C)c1NC(=O)Cn1nc([N+](=O)[O-])c(Cl)c1C	-1	-16	-2.5	0	103	0.2	-3	-5	-6	1
5	CCCn1nc2cc(C(=O)NCc3ccccc3)ccc2c1OCC	-3	-9	-2.1	1	94	-0.1	1	-6	3	-4
6	O=C(NCCOc1ccccc1)C1CCC(=O)N(C2CCCCCC2)C1 (centres undefined)	-8	-8	0.2	3	102	-0.1	-1	-10	3	-1
7	COc1ccc(C(C)(NC(C)=O)c2nc(/C=C/c3ccccc3)cs2)cc1 (centres undefined)	-5	-5	3.1	6	104	-0.3	-2	-10	-4	-5
8	O=C(Cn1c(C(F)(F)F)nc2ccccc21)N=Nc1c(O)[nH]c2ccc(Br)cc12	-5	-14	-0.1	6	98	-0.1	2	-5	-10	-1
9	N#Cc1ccccc1OCCCN1CCC(Cc2ccccc2)CC1	33	-3	1.4	2	96	0.6	-1	-2	-1	-8
10	Cc1cc(O)c2c(c1)C(O)(C1OC(CO)C(O)C(O)C1O)c1cccc(O)c1C2=O (centres undefined)	15	-4	-1.0	-2	96	0.2	2	1	-3	1
11	CC(C)c1[nH]c(=O)c(C#N)c2c1COC(C)(C)C2	-7	-9	-0.5	6	103	0.0	0	0	0	4
12	O=C(COC(=O)/C=C/c1cn(-c2ccccc2)nc1-c1cccnc1)Nc1ccc(Cl)cc1Cl	-7	-16	-0.1	-6	97	-0.3	-2	-10	5	7
13	O=C1NC2(CCCCC2)C(=O)N1Cc1ccc([N+](=O)[O-])cc1	0	-19	-0.7	11	84	0.1	3	-7	0	-3
14	Cc1ccc(C)c(NCc2n[nH]c(=S)n2-c2ccccc2)c1	1	-4	-0.3	4	100	-0.1	0	2	2	0
15	O=C(CSCc1c(F)cccc1Cl)NCc1ccncc1	-1	-8	-0.7	3	97	0.8	1	0	1	-3
16	COc1ccc(CNC(=O)c2ccc(NS(=O)(=O)c3c(C)noc3C)cc2)cc1	1	-4	-0.2	3	102	-0.2	0	·	3	4
17	N/C(CN1CCSCC1)=N\OCc1c(F)cccc1Cl	-4	-18	-0.2	5	93	0.0	1	14	8	2
18	CCCCN(C(=O)c1ccc(N2CCCC2=O)cc1)c1c(N)n(Cc2ccccc2)c(=O)[nH]c1=O	-2	-2	0.1	-10	102	-0.3	0	30	4	-1
19	Cc1cccc(NC(=O)/C(C#N)=C/c2cn(CC(=O)NCc3ccco3)c3ccccc23)c1C	0	-12	-1.0	6	103	0.1	-5	72*	7	7
20	Cn1cc(Cl)c(C(=O)Nc2nc3ccc(Cl)cc3s2)n1	4	·	-4.2	-6	100	0.0	-3	-4	-10	1
21	CSc1nc(Cl)cc(Nc2ccccc2N)n1	0	-5	2.6	2	102	-0.1	2	-4	1	-1
22	O=S(=O)(NC1CC1)c1ccc(S(=O)(=O)N(Cc2ccccn2)C2CC2)cc1	0	-2	-0.5	12	99	0.0	0	0	-3	0
23	Cc1cc(C)cc(N(CC(=O)N2CCOCC2)S(=O)(=O)c2ccccc2)c1	3	-1	-1.4	1	104	0.0	-2	6	15	2
24	CC(Sc1nc2cc(Cl)ccc2s1)C(=O)Nc1cccc(S(=O)(=O)N2CCOCC2)c1 (centres undefined)	6	-5	1.8	4	96	0.0	-6	-11	-3	6
25	CCOC(=O)c1c(-c2cccc(C)c2)csc1NC(=O)c1c(-c2ccccc2)noc1C	-4	-2	-0.8	3	101	-0.3	-9	-10	-5	2
26	CC(=O)NC(Cc1c[nH]c2ccccc12)C(=O)O (centres undefined)	8	·	-0.6	·	97	0.0	1	20	-1	-1
27	CC(C)c1cccc(C(C)C)c1NC(=O)CNCC(O)c1ccccc1 (centres undefined)	6	-5	0.1	4	93	0.3	1	-5	-3	-9
28	CC1(C)CC(=O)/C(=C(/O)Cc2ccccc2)C(=NCCc2ccccc2)C1	4	-2	2.6	2	94	0.2	0	-1	6	1
29	CCOC(=O)CNC(=O)CSc1nnc(Cn2cnc3ccccc32)n1C	0	-4	-0.9	2	98	-0.3	0	8	8	3
30	Cc1ccc(S(=O)(=O)C(C#N)=C2N(C)c3ccccc3N2C)cc1	-5	-3	0.5	0	100	-0.2	0	0	4	-1
31	CN1C(=O)NC(NS(=O)(=O)c2ccc(N)cc2)(C(F)(F)F)C1=O (centres undefined)	2	-4	0.0	-9	88	-0.3	0	14	-3	1
32	Cc1ccc(C)c(NC(=O)CCc2nnc3ccc(N4CCCCC4)nn23)c1	-5	-3	0.1	3	103	0.1	3	-10	0	0
33	COc1cccc(NC(=O)C2CCN(S(=O)(=O)c3ccc4c(c3)N(C(C)=O)CCO4)CC2)c1	1	-2	0.2	-7	97	-0.1	-1	4	1	0
34	COc1ccc2ccc(OC)c(/C=N/NC(=O)c3cc4ccccc4o3)c2c1	13	-8	10	-1	96	-0.5	10	-5	18	-2
35	COC(=O)c1ccc(CSc2nc3c(c(=O)n2-c2ccc(C)cc2)SCC3)o1	-8	-10	-0.9	·	95	0.1	-1	4	-4	-1
36	CC(C)NC(=O)CN1CCN(Cc2nc(-c3cccs3)no2)CC1	2	-7	0.5	2	101	-0.6	-1	0	5	5

Given screen by screen: part of the list above
26) CC(=O)NC(Cc1c[nH]c2ccccc12)C(=O)O (centres undefined)
27) CC(C)c1cccc(C(C)C)c1NC(=O)CNCC(O)c1ccccc1 (centres undefined)
28) CC1(C)CC(=O)/C(=C(/O)Cc2ccccc2)C(=NCCc2ccccc2)C1
29) CCOC(=O)CNC(=O)CSc1nnc(Cn2cnc3ccccc32)n1C
30) Cc1ccc(S(=O)(=O)C(C#N)=C2N(C)c3ccccc3N2C)cc1
31) CN1C(=O)NC(NS(=O)(=O)c2ccc(N)cc2)(C(F)(F)F)C1=O (centres undefined)
32) Cc1ccc(C)c(NC(=O)CCc2nnc3ccc(N4CCCCC4)nn23)c1
33) COc1cccc(NC(=O)C2CCN(S(=O)(=O)c3ccc4c(c3)N(C(C)=O)CCO4)CC2)c1

compound no.,26,27,28,29,30,31,32,33
Exocytosis inh,8,6,4,0,-5,2,-5,1
CaV13 FRET inh,·,-5,-2,-4,-3,-4,-3,-2
iPSC survival up,-0.6,0.1,2.6,-0.9,0.5,0.0,0.1,0.2
PDI inh,·,4,2,2,0,-9,3,-7
ABCB6 inh MLPCN,97,93,94,98,100,88,103,97
aDG glyco up,0.0,0.3,0.2,-0.3,-0.2,-0.3,0.1,-0.1
N-glyco inh,1,1,0,0,0,0,3,-1
Vif inh,20,-5,-1,8,0,14,-10,4
Cardio protect,-1,-3,6,8,4,-3,0,1
m5-HT2A agonist,-1,-9,1,3,-1,1,0,0

The list continues:
No.	smiles	Exocytosis inh	CaV13 FRET inh	iPSC survival up	PDI inh	ABCB6 inh MLPCN	aDG glyco up	N-glyco inh	Vif inh	Cardio protect	m5-HT2A agonist
37	CCCCCn1nnnc1-c1nc2cc(C)c(C)cc2[nH]c1=O	11	-7	0.1	·	103	-0.3	·	·	·	1
38	CCO[C@H]1OC(C(=O)NC2CC2)=C[C@@H](C2CC2)[C@@H]1CCCO	-8	-7	-0.2	17	91	0.0	-1	-5	2	0
39	CCc1ccc(NC(=O)c2cc3c(C)nc4ccccc4c3o2)cc1	-1	-5	2.7	-2	100	1.8	-4	-39	7	-2
40	O=C(CNC(=O)c1ccc(Br)o1)NC12CC3CC(CC(C3)C1)C2	-1	·	-0.3	-11	101	0.1	-1	-1	2	6
41	CCOC(=O)NC(=O)/C(C#N)=N\Nc1cccc(Cl)c1	8	-14	1.2	5	99	0.0	-2	-3	-25	-2
42	C[C@H]1CN([C@@H](C)CO)C(=O)CCCn2nncc2CO[C@H]1CN(C)C(=O)C1CC1	3	-8	6.7	5	97	0.1	0	-2	0	0
43	Cn1c(N)c(C(=O)COC(=O)/C=C/c2ccccc2Cl)c(=O)n(C)c1=O	1	-5	-0.4	15	96	0.4	-1	-2	-5	8
44	Cc1ccc(COC(=O)c2ccc3c(c2)C(=O)N(CCCN2CCOCC2)C3=O)cc1	2	-6	0.6	-6	94	-0.1	1	7	1	-3
45	COc1ccc(OC)c(C2=NOC(C(=O)Nc3cccc(C(C)=O)c3)C2)c1 (centres undefined)	2	-2	4.6	-1	98	0.0	0	3	1	-1
46	COc1ccc(S(=O)(=O)NCC(c2ccco2)N2CCc3ccccc32)cc1 (centres undefined)	-11	-5	0.0	-11	97	0.0	-6	-1	-8	3
47	CCn1nc(NS(=O)(=O)c2ccc([N+](=O)[O-])cc2)c2cc3cc(C)ccc3nc21	0	-2	0.3	7	99	-0.4	1	-5	-8	-3
